From PubChem
Gli-Sufu block: blocks Gli-Sufu signaling in a luciferase reporter; Sufu-KO-LIGHT fibroblasts, Gli luciferase reporter luminescence; AID 588413; 340,000 compounds, 0.74% hits; inhibition, % at 5 µM;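 active means inhibition above about 55%, limit read from the data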;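 further: 0% = DMSO-treated cells and 100% = wells with medium but no cells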
UPR XBP1 act: adaptive UPR (XBP1) activation. CHO-XBP1 luciferase reporter, IRE1-XBP1 UPR activation, luminescence; percent of tunicamycin response, DMSO as zero. activation, % at 20 µM. 330,000 compounds, 0.33% hits. AID 463104;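 active means versus positive control, 20 µM dose yields 30% or more activation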;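 further: 100% = tunicamycin at 10 µg/mL and 0% = DMSO only wells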
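Material: IRE1-XBP1 luciferase reporter CHO line / Quantity: one thousand reporter cells per well / Buffer or medium: F12 with 10% serum / Compound: 20 µM single concentration, DMSO 1% / Times: 6 h treatment, 37 °C / Detection: Steady-Glo luciferase glow luminescence, 10 min after reagent addition / Benchmarks: tunicamycin high, DMSO low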
Jurkat NFkB inh: lowers PMA/ionomycin-induced NF-kB signal in Jurkat cells; PMA/ionomycin-induced NF-kB luciferase reporter, luminescence; inhibition, % at 4 µM; 330,000 compounds, 0.53% hits; in the data active means inhibition above about 50%
CCR6 antag: blocks CCL20-driven beta-arrestin recruitment at human CCR6 | P51684 | CHO-K1 CCR6 PathHunter beta-arrestin, luminescence, CCL20-stimulated | inhibition, % at 20 µM | 340,000 compounds, 0.49% hits | AID 493098;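 active means compounds whose inhibition of the agonist-driven luminescence signal at 20 µM reaches about 50%, limit read from the data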;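 further: cells stimulated with CCL20 at 14 nM final; plate controls were DMSO with CCL20 for no effect and DMSO without agonist for full effect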
Target sequence (P51684 whole entry, looked up): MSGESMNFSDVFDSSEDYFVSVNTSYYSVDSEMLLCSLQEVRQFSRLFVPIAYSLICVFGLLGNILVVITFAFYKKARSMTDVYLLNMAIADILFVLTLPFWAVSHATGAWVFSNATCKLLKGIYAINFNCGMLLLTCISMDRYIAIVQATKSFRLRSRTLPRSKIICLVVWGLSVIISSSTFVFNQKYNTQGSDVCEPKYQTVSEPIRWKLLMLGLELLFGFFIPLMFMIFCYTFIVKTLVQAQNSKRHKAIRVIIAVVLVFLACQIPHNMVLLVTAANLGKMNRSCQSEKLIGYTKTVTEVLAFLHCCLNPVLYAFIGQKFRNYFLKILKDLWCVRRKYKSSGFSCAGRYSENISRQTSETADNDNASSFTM
CXCR6 block: blocks human CXCR6 beta-arrestin recruitment; inhibition, % at 20 µM; CHO-K1 PathHunter CXCR6 beta-arrestin, luminescence; 360,000 compounds, 0.36% hits; in the data active means inhibition above about 34%, passing the limit was not always enough;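 further: antagonist mode with CXCL16 agonist at 10 nM final; 0% = 10 nM CXCL16 with DMSO and 100% = unstimulated wells without agonist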
Target sequence (O00574 whole entry, looked up): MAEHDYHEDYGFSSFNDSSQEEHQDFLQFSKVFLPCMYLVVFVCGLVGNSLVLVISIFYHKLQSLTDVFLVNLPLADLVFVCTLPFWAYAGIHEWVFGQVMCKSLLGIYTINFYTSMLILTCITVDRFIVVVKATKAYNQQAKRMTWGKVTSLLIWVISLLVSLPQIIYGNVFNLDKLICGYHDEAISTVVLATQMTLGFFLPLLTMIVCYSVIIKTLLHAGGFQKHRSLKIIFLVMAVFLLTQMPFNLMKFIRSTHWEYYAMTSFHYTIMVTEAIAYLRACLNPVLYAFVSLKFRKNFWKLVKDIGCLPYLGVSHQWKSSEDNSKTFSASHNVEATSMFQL
Mdm2-MdmX inh: disrupts the human Mdm2-MdmX interaction; O15151+Q00987; 330,000 compounds, 3% hits; SaOS-2 split-luciferase Mdm2/MdmX complementation, luminescence; inhibition, % at 8 µM;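 active means inhibition of at least 50% at 8 µM in the primary screen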
697 NFkB inh: lowers PMA/ionomycin-induced NF-kB signal in 697 B cells | 697 B-cell NF-kB luciferase reporter, 16 h | inhibition, % at 4 µM | 330,000 compounds, 0.33% hits | AID 435022; in the data active means inhibition above about 35%
CHOP UPR activ: activators of apoptotic arm of unfolded protein response (CHOP) | CHO-CHOP luciferase reporter, UPR activation, luminescence; percent of tunicamycin response over DMSO baseline | 330,000 compounds, 0.34% hits | activation, % at 10 µM;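 active means at 10 µM dose, activation of 40% or more, normalized to positive control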;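 further: 100% = tunicamycin at 10 µg/mL and 0% = DMSO alone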
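measured by = luciferase luminescence | assay system = CHO-CHOP cells, stable luciferase reporter of PERK-eIF2a-CHOP signalling | amount = 500 reporter cells seeded per well | timing = 6 h compound exposure at 37 °C after overnight seeding | controls = positive tunicamycin 10 µg/mL, negative DMSO alone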
EBI2 antag: antagonists of human EBI2 receptor. P32249. EBI2 beta-arrestin recruitment, luminescence, 7a,25-OHC stimulated. 360,000 compounds, 0.81% hits. AID 651636. inhibition, % at 5 µM; in the data active means inhibition above about 38%;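 further: enzyme fragment complementation signal reports receptor beta-arrestin coupling in cells; 0% = agonist plus DMSO wells and 100% = wells without agonist; some results beyond the cut were filed as inactive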
Target sequence (P32249 whole entry, looked up, the tested form may be a part): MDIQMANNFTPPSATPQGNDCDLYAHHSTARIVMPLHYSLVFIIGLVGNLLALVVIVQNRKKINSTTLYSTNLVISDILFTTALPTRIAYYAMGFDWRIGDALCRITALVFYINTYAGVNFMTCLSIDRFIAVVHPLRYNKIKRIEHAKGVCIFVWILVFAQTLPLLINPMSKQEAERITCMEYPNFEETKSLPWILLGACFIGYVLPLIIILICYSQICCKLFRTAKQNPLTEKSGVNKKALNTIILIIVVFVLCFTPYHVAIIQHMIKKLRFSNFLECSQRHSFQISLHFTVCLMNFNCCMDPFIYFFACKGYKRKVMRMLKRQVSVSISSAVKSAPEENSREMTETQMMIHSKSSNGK
Active calls of the source: *; / = not tested or not shown.

SMILES	Gli-Sufu block	UPR XBP1 act	Jurkat NFkB inh	CCR6 antag	CXCR6 block	Mdm2-MdmX inh	697 NFkB inh	CHOP UPR activ	EBI2 antag
Cc1cc(Br)c2c(c1)C(O)(N1CCCCC1C)C(=O)N2 (stereo not drawn)	8.2	-1.7	-2.2	3.9	-8.1	-4.1	-12.4	0.9	-1.4
CCC(O)CNC(=O)CCc1nnc(C2(c3ccc(Cl)cc3)CCC2)o1 (stereo not drawn)	8.6	-0.8	-4.9	-7.0	-0.2	5.7	6.4	0.7	-0.3
Cc1ccccc1/C=C/C(=O)c1ccc([N+](=O)[O-])o1	6.6	0.4	4.0	34.4	/	100.3*	8.2	111.8*	/
COc1ccc(CCNS(=O)(=O)c2cccc([N+](=O)[O-])c2)cc1	5.8	-5.5	11.2	2.2	-3.5	13.0	25.3	0.9	-3.7
CN(C(=O)c1ccncc1)C1CCS(=O)(=O)C1 (stereo not drawn)	5.8	-4.2	-3.9	21.5	-2.5	1.4	18.6	-0.1	4.3
CCN(C(=O)COC(=O)CCS(=O)(=O)c1ccc(C)cc1)C1CCS(=O)(=O)C1 (stereo not drawn)	-3.9	-0.6	-1.9	7.1	0.9	13.9	7.5	1.1	-5.3
COc1ccccc1N(CC(=O)NC1CCCC1)C(=O)CNC(=O)c1cccs1	20.4	-0.2	-6.5	1.4	-4.3	7.9	-5.3	-1.1	11.1
CCOc1cc(C2C(C(=O)OC(C)C)=C(C)N=C3SCCC(=O)N32)ccc1OC(C)=O (stereo not drawn)	6.5	-3.7	-2.9	2.1	9.4	13.9	5.1	-0.2	-7.4
O=S(=O)(c1ccc(SCc2cccc(Cl)c2)nc1)N1CCCC1	4.9	-0.4	4.9	27.8	18.6	0.4	-23.4	0.6	12.2
CC(=O)c1cccc(NC(=O)C(C)OC(=O)CNC(=O)c2ccc(C)s2)c1 (stereo not drawn)	-14.1	1.1	-20.4	6.0	-10.7	1.7	14.5	-0.6	0.9
CC1(C)CC(N(Cc2ccc(F)cc2)C(=O)c2ccc(F)cc2)CCO1 (stereo not drawn)	5.5	-0.8	15.6	13.4	9.4	32.5	22.9	-1.6	-2.7
CCCCn1c(N)c(N(CC(C)C)C(=O)C2CCCO2)c(=O)[nH]c1=O (stereo not drawn)	0.7	0.2	-1.2	-3.5	-3.1	-5.0	13.0	0.7	1.2
Cc1cccc(CSc2[nH]c(=O)ncc2C)c1	2.0	-2.7	3.1	-1.0	0.4	25.6	1.9	-1.5	-0.9
CCn1c(=O)c(C(=O)NCc2ccccc2)c(O)c2ccccc21	7.0	4.3	12.4	6.3	-9.5	13.1	-5.8	2.1	-6.7
COc1cccc(CNC(=O)c2cc3c(cc2Cl)N2CCCCCC2=NS3(=O)=O)c1	1.1	1.2	-4.2	7.1	2.7	11.4	4.2	0.7	5.0
Cc1c(Br)c([N+](=O)[O-])nn1CC(=O)N(C)Cc1ccccc1	-3.0	-3.4	4.9	8.4	-0.5	-2.5	17.0	-0.3	-4.6
Cn1c(=O)n(C)c2cc([N+](=O)[O-])c(N3CCN(CCO)CC3)cc21	8.1	-3.4	-2.6	1.4	-3.8	-21.5	14.8	-0.6	3.7
CCOc1ncccc1C(=O)Nc1ccccc1C(=O)NCc1ccc2c(c1)OCO2	-5.3	-1.4	4.8	-6.8	0.4	4.2	-18.3	-0.9	-3.3
CCCCN(C(=O)c1ccc(OC(F)(F)F)cc1)c1c(N)n(CCC)c(=O)[nH]c1=O	-3.8	1.4	3.4	-11.3	-7.8	-14.5	7.8	1.6	-3.2
CCOC(=O)CNC(=O)Cn1cnc2c(nnn2-c2ccccc2)c1=O	-10.6	-1.5	3.0	-1.7	-5.8	13.2	21.3	0.8	-16.3
O=C(Nc1ccc(Nc2ccccc2)cc1)c1ccco1	-74.1	-0.9	-136.7	19.1	-6.9	-75.3	-197.8	2.7	1.9
COc1ccccc1C(=O)NC(=O)COC(=O)c1ccco1	0.0	2.2	-8.3	-10.0	-1.8	9.6	2.4	-2.0	-7.2
COc1ncccc1-c1nnn(-c2ccccc2)n1	-122.1	3.4	-143.5	10.4	-5.8	-133.4	-186.4	3.3	0.2
O=C(Nc1cccc(Cl)c1)C1=Cc2cc(Cl)ccc2OC1	-118.2	0.1	-11.2	-8.8	-10.4	22.5	5.6	2.7	11.8
NS(=O)(=O)OCCCc1ccccc1	-4.0	2.5	-3.0	3.6	0.2	-19.4	-11.3	-0.9	-7.3
CCc1cc(=O)oc2cc(C)cc(OC(C)C(=O)NCC(O)c3ccccc3)c12 (stereo not drawn)	28.9	-7.4	12.2	1.8	5.9	-5.4	-9.5	1.8	5.6
COc1ccc(-n2c(C)cc(C(=O)CN3CCCCC3)c2C)cc1	14.3	-1.6	-8.2	4.2	-4.4	9.0	1.9	0.2	-1.4
Cc1c(Cl)cccc1NC(=O)CN1CCN(CCO)CC1	2.2	-1.2	-3.9	0.3	2.4	17.4	2.6	-1.0	-3.3
Cc1c(Cl)cccc1NC(=O)COC(=O)Cn1cnc2c1c(=O)n(C)c(=O)n2C	0.4	1.7	-19.6	1.7	-17.0	-14.1	11.6	1.8	-11.2
Cc1ccc(C2(C)NC(=O)N(CC(=O)Nc3cccnc3Cl)C2=O)cc1 (stereo not drawn)	-1.4	-1.3	-20.3	16.4	2.5	26.4	3.6	-1.5	-5.4
Cc1ccc(S(=O)(=O)Nc2cccc(C(=O)N3CCOCC3)c2)c(C)c1NS(C)(=O)=O	4.2	-2.4	-15.9	7.6	-0.7	3.8	-5.8	-1.5	-11.9
O=C(NCCN1C(=O)S/C(=C\c2cccnc2)C1=O)c1ccc([N+](=O)[O-])s1	5.0	6.7	30.7	-9.2	-1.2	26.6	13.9	5.5	-33.1
CCN(CC)C(=O)c1cccc(NC(=O)CC23CC4CC(CC(C4)C2)C3)c1	-8.3	10.3	-21.7	9.2	1.4	2.3	-6.6	-0.8	7.4
COc1ccc2c(c1)cc(C(=O)N[C@@H](CCSC)C(=O)N1CCC(C(=O)O)CC1)n2C	42.3	-0.1	-10.8	7.0	-1.1	17.7	4.9	0.4	-8.1
Cc1csc(Nc2ccccc2)[n+]1C	-5.0	-0.8	-9.2	2.1	2.1	0.5	-1.7	0.6	-3.9
COC(=O)CCc1c(C)c(C(=O)c2ccc(F)cc2)c2ccccn12	2.5	-2.4	0.1	20.5	7.7	-15.0	5.6	-0.6	-11.0
CCCCNC(=O)NC1(C(F)(F)F)Oc2ccccc2O1	30.9	-2.5	25.4	5.3	2.1	22.4	-26.9	0.1	0.5
Cc1cnc(NC(=O)C2COc3ccccc3O2)s1 (stereo not drawn)	2.6	-10.8	-81.1	1.9	-1.1	-42.7	-120.2	-7.3	-5.8
O=C1C2C3C=CC(C3)C2C(=O)N1/N=C/c1cn(Cc2ccccc2)c2ccccc12 (stereo not drawn)	/	-4.6	2.0	5.2	3.0	16.8	-13.4	0.1	6.0
CC(=O)N1CCN=C1SCc1ccccc1	-6.8	-2.1	2.2	14.9	6.9	20.3	-5.5	-1.1	-4.3
Cc1cccc(NNC(=O)c2c(F)cccc2Cl)c1	0.4	-1.9	6.9	-4.9	7.6	12.2	9.3	0.7	-2.2
CCCCn1c(N)c(N(C)C(=O)c2ccccc2Oc2ccccc2)c(=O)[nH]c1=O	-25.0	-2.0	3.1	-6.3	-0.9	25.2	11.4	-2.4	-2.1
CCCCOC(=O)N1CCOCCOCCOCCOCC1	-2.8	-1.4	4.3	10.0	-8.9	5.0	0.2	-0.7	-8.4
Cc1ccc(N2CCN(CC(O)COc3cccc4ccccc34)CC2)cc1 (stereo not drawn)	-0.8	1.2	3.0	-20.6	-9.2	-27.2	18.2	-0.7	0.2
Cc1cc(O)ccc1Nc1nc(-c2cccnc2)cs1	3.7	0.3	-75.6	-1.8	0.4	-59.9	-73.8	7.0	-1.1

Sorted by SMILES length (high to low): some entries from above
SMILES	Gli-Sufu block	UPR XBP1 act	Jurkat NFkB inh	CCR6 antag	CXCR6 block	Mdm2-MdmX inh	697 NFkB inh	CHOP UPR activ	EBI2 antag
COc1ccc2c(c1)cc(C(=O)N[C@@H](CCSC)C(=O)N1CCC(C(=O)O)CC1)n2C	42.3	-0.1	-10.8	7.0	-1.1	17.7	4.9	0.4	-8.1
O=C(NCCN1C(=O)S/C(=C\c2cccnc2)C1=O)c1ccc([N+](=O)[O-])s1	5.0	6.7	30.7	-9.2	-1.2	26.6	13.9	5.5	-33.1
O=C1C2C3C=CC(C3)C2C(=O)N1/N=C/c1cn(Cc2ccccc2)c2ccccc12 (stereo not drawn)	/	-4.6	2.0	5.2	3.0	16.8	-13.4	0.1	6.0
CCCCn1c(N)c(N(C)C(=O)c2ccccc2Oc2ccccc2)c(=O)[nH]c1=O	-25.0	-2.0	3.1	-6.3	-0.9	25.2	11.4	-2.4	-2.1
CCN(CC)C(=O)c1cccc(NC(=O)CC23CC4CC(CC(C4)C2)C3)c1	-8.3	10.3	-21.7	9.2	1.4	2.3	-6.6	-0.8	7.4
Cc1ccc(N2CCN(CC(O)COc3cccc4ccccc34)CC2)cc1 (stereo not drawn)	-0.8	1.2	3.0	-20.6	-9.2	-27.2	18.2	-0.7	0.2
CCCCNC(=O)NC1(C(F)(F)F)Oc2ccccc2O1	30.9	-2.5	25.4	5.3	2.1	22.4	-26.9	0.1	0.5
Cc1cccc(NNC(=O)c2c(F)cccc2Cl)c1	0.4	-1.9	6.9	-4.9	7.6	12.2	9.3	0.7	-2.2
Cc1cnc(NC(=O)C2COc3ccccc3O2)s1 (stereo not drawn)	2.6	-10.8	-81.1	1.9	-1.1	-42.7	-120.2	-7.3	-5.8
CCCCOC(=O)N1CCOCCOCCOCCOCC1	-2.8	-1.4	4.3	10.0	-8.9	5.0	0.2	-0.7	-8.4

Additional structures
SMILES	Gli-Sufu block	UPR XBP1 act	Jurkat NFkB inh	CCR6 antag	CXCR6 block	Mdm2-MdmX inh	697 NFkB inh	CHOP UPR activ	EBI2 antag
Cc1noc(C)c1COc1ccccc1C(=O)N1CCN(c2cccc(Cl)c2)CC1	9.9	-1.9	45.9	11.6	-4.0	40.1	-30.9	-2.1	6.7
COc1cc(Cl)c(S(=O)(=O)NCCCN2CCOCC2)cc1Cl	0.1	-7.3	-1.7	-10.2	4.7	15.7	10.2	-0.8	-7.4
Cc1ccc(C(=O)Cn2c(-c3ccccc3)noc2=O)cc1	-4.0	0.4	-24.9	-0.1	0.6	-18.8	-14.8	1.8	-8.2
COC(=O)C(NC(C)=O)(Nc1ccc(C)cn1)C(F)(F)F (stereo not drawn)	-1.9	-3.2	-7.9	8.7	1.8	-5.8	0.1	1.5	3.9
CCOC(=O)c1ccccc1N1C(=O)CSC1=S	5.8	7.6	4.5	-1.9	2.4	29.7	13.2	-1.7	-19.0
CNC(=S)Nc1cc(OC)c(NC(=O)c2ccco2)cc1OC	-2.9	-2.6	-18.2	4.2	5.9	-1.6	-56.6	-1.1	-9.1
O=C(NC1CCCCC1)C1CN(S(=O)(=O)c2ccccc2)CCN1S(=O)(=O)c1ccccc1 (stereo not drawn)	6.5	-1.3	2.9	1.4	-7.3	25.3	4.0	-2.8	2.0
